Screening results as filed in PubChem.
MITF inh – human MITF inhibition, primary screen; O75030; AlphaScreen MITF homodimerization, bead proximity signal; inhibition, % at 2.6 µM; 0.91% of 650,000 active; in the data active = inhibition above about 50%;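 also: 0% = vehicle wells with protein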
Target sequence (O75030 whole entry, looked up): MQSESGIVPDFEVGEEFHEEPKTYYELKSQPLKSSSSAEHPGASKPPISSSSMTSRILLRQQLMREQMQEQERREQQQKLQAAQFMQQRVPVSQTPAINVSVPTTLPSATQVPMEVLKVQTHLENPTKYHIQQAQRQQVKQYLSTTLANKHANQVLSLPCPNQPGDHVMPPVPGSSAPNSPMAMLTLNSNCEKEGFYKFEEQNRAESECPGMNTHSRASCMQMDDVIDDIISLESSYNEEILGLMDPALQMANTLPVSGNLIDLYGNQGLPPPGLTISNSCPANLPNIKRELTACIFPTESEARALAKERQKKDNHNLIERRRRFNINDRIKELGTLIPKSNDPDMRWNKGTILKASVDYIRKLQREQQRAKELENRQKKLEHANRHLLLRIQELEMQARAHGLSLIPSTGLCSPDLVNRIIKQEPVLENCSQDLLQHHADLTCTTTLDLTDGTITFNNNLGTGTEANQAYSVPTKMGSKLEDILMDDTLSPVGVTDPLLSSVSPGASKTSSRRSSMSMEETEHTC
FBW7 activator – activators of human E3 ligase FBW7; AlphaScreen FBW7–phospho-cyclin E peptide binding, activator screen; normalized activity (activation), % at 26.1 µM; 0.13% of 650,000 active; in the data active = normalized activity above about 1.9%;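 also: purified mutant Fbw7 with reduced substrate affinity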
GPR151 ag – activates the human receptor GPR151 | Q8TDV0 | PathHunter beta-arrestin GPR151 cells, luminescence | 1% of 650,000 active | activation, % at 11.2 µM; in the data active = activation above about 4.9%;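 also: 0% = median of compound wells and 100% = cells with positive control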
Target sequence (Q8TDV0 whole entry, looked up): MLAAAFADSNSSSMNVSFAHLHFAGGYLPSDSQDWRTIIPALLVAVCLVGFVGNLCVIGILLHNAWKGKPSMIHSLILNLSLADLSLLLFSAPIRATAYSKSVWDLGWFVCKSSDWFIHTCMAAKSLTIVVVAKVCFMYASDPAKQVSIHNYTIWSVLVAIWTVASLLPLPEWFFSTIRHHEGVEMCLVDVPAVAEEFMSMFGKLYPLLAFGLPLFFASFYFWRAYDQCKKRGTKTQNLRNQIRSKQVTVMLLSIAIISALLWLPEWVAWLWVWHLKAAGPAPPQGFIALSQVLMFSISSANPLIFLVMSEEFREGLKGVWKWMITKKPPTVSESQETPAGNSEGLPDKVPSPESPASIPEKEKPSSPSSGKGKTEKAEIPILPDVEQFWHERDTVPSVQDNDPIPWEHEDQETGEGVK
TEAD-YAP inh – TEAD-YAP interaction inhibition; HEK-TIYL cells, TEAD-Gal4/YAP UAS-luciferase luminescence; inhibition, % at 9.12 µM; 1.4% of 640,000 active; AID 1259422; in the data active = inhibition above about 32%;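 also: 0% = median of test compound wells and 100% = reference inhibitor wells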
* marks the source's active call; other numbers are inactive results; / = not tested or not shown.

SMILES	MITF inh	FBW7 activator	GPR151 ag	TEAD-YAP inh
CSCCC(NC(=O)/C(=C/c1ccc([N+](=O)[O-])cc1)NC(=O)c1ccccc1Br)C(=O)O (centres undefined)	4	0.2	-0.9	18
CCOc1ccc(C(=O)NC(=S)NCc2cccnc2)cc1	-2	-0.1	0.3	-5
CNS(=O)(=O)c1cc2c3c(cccc3c1)C(=O)NC2=O	-2	-0.1	1.9	-12
Cn1c(SCC(=O)Nc2ccc3[nH]c(=O)[nH]c3c2)nnc1-c1ccc(F)cc1	5	0.5	-0.1	0
CCCc1cc(=O)[nH]c2nnc(SC(C)C)n12	6	0.4	1.3	8
CC(C)=NNC(=O)CSCc1cccc(Br)c1	0	-0.1	1.2	14
CCOc1ccc(-n2nc3ccc(NC(=O)c4ccc(C(C)(C)C)cc4)cc3n2)cc1	13	0.4	0.0	4
COc1ccc(OC)c(NC(=O)n2ncc3c(C)cccc32)c1	10	0.1	0.7	6
COc1ccc(C(=O)Nc2sc3c(c2C(N)=O)CCCC3)cc1	9	0.1	5.1*	-61
Cc1cc(I)ccc1NC(=O)Cc1ccccc1	-2	0.0	6.1*	4
Cc1ccc(-n2nnc3c(=O)n(CC(=O)N4CCOCC4)cnc32)cc1	3	-0.2	0.6	-2
Cc1ccc(-n2c(COc3ccc(Cl)cc3)nnc2SCC(N)=O)cc1	-8	0.0	0.3	7
OC(Cn1cncn1)c1ccc(Br)cc1Br (centres undefined)	-15	-0.2	-0.6	-60
Cc1nn(C)c(C)c1NS(=O)(=O)c1ccc2ccccc2c1	10	0.0	0.8	24
C[C@@H](O)[C@@H]1NC(=O)[C@H]2CN(Cc3cccc(Cl)c3)CCN2C1=O	10	0.3	1.8	-5
CC1(C)CC(C)(c2ccc(O)cc2O)N(c2ccccc2)C(=S)N1 (centres undefined)	-5	-0.1	0.1	-6
CC1=NNC(=O)C1CCC(=O)N/N=C\c1c2ccccc2cc2ccccc12 (centres undefined)	-12	0.2	2.2	-1
Cc1ccc(NC(=O)CN2C(=O)S/C(=C\c3ccc(O)cc3)C2=O)cc1	-5	-0.2	-0.5	7
COc1ccc(-c2nc(NC(=O)c3ccco3)sc2C)cc1OC	5	0.2	-0.5	-7
Cc1ccc(S(=O)Cc2ccc(C(=O)N3CCN(C(=O)c4ccco4)CC3)o2)cc1 (centres undefined)	7	0.1	0.2	4
CCOC(=O)C1=C(c2ccccc2)OC(N)=C(C#N)C1c1ccco1 (centres undefined)	7	0.1	-1.3	10
CN1CCN(C(=O)c2cc3c(=O)n(C)c4cc(Cl)ccc4c3s2)CC1	1	0.1	-0.8	-21
COC(=O)c1ccc(N2C(=O)CSC2c2ccccc2Br)cc1 (centres undefined)	5	0.3	0.5	-17
Cn1c(=O)c2c(nc(SCc3ccccn3)n2C)n(C)c1=O	13	0.1	0.4	13
COc1ccc2oc(=O)c(-c3cnc(C)s3)cc2c1	-12	0.1	-2.4	-28

2 records picked at random from those above, as already listed:
SMILES	MITF inh	FBW7 activator	GPR151 ag	TEAD-YAP inh
COc1ccc(C(=O)Nc2sc3c(c2C(N)=O)CCCC3)cc1	9	0.1	5.1*	-61
CNS(=O)(=O)c1cc2c3c(cccc3c1)C(=O)NC2=O	-2	-0.1	1.9	-12

Next section
SMILES	MITF inh	FBW7 activator	GPR151 ag	TEAD-YAP inh
O=C(NCC12CC3CC(CC(C3)C1)C2)c1ccc(S(=O)(=O)N2CCOCC2)cc1	24	0.1	-1.5	-15
CC(C)N1C(=O)/C(=C2/C(=O)N(CC(N)=O)c3ccccc32)SC1=S	3	-0.1	-2.0	3
CCc1ccccc1NC(=S)N(Cc1ccccc1)Cc1ccc(C)o1	3	-0.2	-0.7	7
CCOc1cc(C=O)ccc1OCC(=O)Nc1ccc(Br)c(C)c1	1	-0.1	1.2	14
CCc1ccc2[nH]c(=O)c(CN(CCO)C(=O)c3cccs3)cc2c1	-5	0.0	1.5	5
COc1nc(N/N=C/c2cc([N+](=O)[O-])c(Cl)cc2Cl)nc(N2CCOCC2)n1	-3	0.0	-1.6	-6
COc1ccc(NC(=O)CC2C(=O)N(c3ccc(Cl)cc3)C(=S)N2CCCN2CCOCC2)cc1 (centres undefined)	11	-0.2	5.0*	1
Cn1c(NC(=O)COc2ccc(Cl)cc2)cc(=O)n(C)c1=O	-1	-0.1	1.2	2
O=C(CSc1nc2ccc(N3C(=O)c4ccc([N+](=O)[O-])cc4C3=O)cc2s1)NC1CC1	17	0.4	-0.4	2
COc1ccccc1NC(=O)c1c(NC(=O)c2cccnc2)sc2c1CCCCC2	1	0.1	0.5	-4
O=C(NCC1CCCN(C(=O)C2=CCCCC2)C1)c1ccccc1Cl (centres undefined)	7	0.1	0.1	10
CC(=O)N1CCN(C(=O)c2ccc(N3CC4CC(C3)c3cccc(=O)n3C4)c(NC(=O)c3ccc(Br)o3)c2)CC1 (centres undefined)	-6	-0.1	1.2	-4
CC1CCCN(C(c2ccc(F)cc2)c2sc3ncnn3c2O)C1 (centres undefined)	17	0.2	0.6	-3
Nc1ccc(NC(=S)NC2CCCCC2)cc1[N+](=O)[O-]	11	-0.5	1.4	-26
O=C(NCCCN1CCCC1=O)c1csc(Nc2ccc(C(F)(F)F)cc2)n1	10	0.0	-1.4	-11
COc1cccc([C@@H]2Oc3ccc(OC)cc3C(=O)C2OC(=O)Nc2cc(OC)c(OC)c(OC)c2)c1 (some centres undefined)	18	0.0	-0.8	/
COc1ccc(C2NC(=O)NC(C)=C2C(=O)OCCSC)cc1O (centres undefined)	9	-0.2	-0.1	0
COC(=O)c1ccc(Nc2ncnc3c2cnn3-c2ccc(C)cc2C)cc1	8	-0.1	3.4	-14
NC(=O)c1ccsc1NC(=O)CSc1nnc(-c2ccco2)n1Cc1ccccc1	-2	0.0	0.4	-13
O=C(N=Nc1c(O)[nH]c2c(I)cccc12)c1ccncc1	9	0.0	2.1	4
O=C(CSc1nc2ccccc2s1)Nc1ccc([N+](=O)[O-])cc1	9	0.2	0.9	9
O=C1CC(Nc2ccc(N3CCOCC3)cc2)C(=O)N1c1ccc(F)cc1 (centres undefined)	6	-0.2	-1.3	11
BrCc1ccc(-c2noc(-c3ccncc3)n2)cc1	-53	-0.2	4.8	-36
CC(=O)Nc1cccc(NC(=O)c2cn(-c3ccc(C)c(C)c3)c(=O)c3ccccc23)c1	4	-0.1	0.4	44*
N#Cc1cccc(NC(=O)c2cccc3nc4ccccc4nc23)c1	-7	-0.3	0.5	-3
CCNc1c(NS(=O)(=O)c2ccc([N+](=O)[O-])cc2)c(=O)oc2ccccc12	-4	0.1	0.7	9
CCS(=O)(=O)N1CCCc2ccc(NS(=O)(=O)c3cc(F)ccc3F)cc21	2	0.1	-0.1	10
CCOC(=O)N1CCN(c2c(NCc3ccc(C)cc3)c(=O)c2=O)CC1	4	-0.1	1.1	9
COCCNC(=O)C(=O)NNC(=O)CCc1ccccc1	-9	0.3	-0.5	4
O=S(=O)(c1ccc(Cl)cc1)c1nc(-c2ccco2)oc1N1CCOCC1	-18	-0.1	-0.8	1
O=C(N/N=C/c1cc(Cl)ccc1O)c1ccc(F)cc1	29	-0.1	0.3	67*
COc1cccc(N2CC(O)Cn3c2nc2c3c(=O)[nH]c(=O)n2C)c1 (centres undefined)	7	0.1	-0.5	-3
Cc1cc(CNC(=O)c2cccc(OC3CCN(C4CCCC4)CC3)c2)on1	-7	-0.2	-1.0	-8
CC1(C)OC(=O)C(=CNc2cccc(F)c2)C(=O)O1	1	0.0	0.2	1
Cc1ccc(C)c(C(=O)CSc2nc(-c3ccccc3)nc3c2CCCC3)c1	18	0.2	0.4	-6
COc1ccc2oc(C(=O)Nc3nc4ccccc4[nH]3)c(C)c2c1	5	-0.1	-2.8	-36
CCc1cccc(CC)c1NC(=O)C(CC)Sc1nc2ccsc2c(=O)n1CCCCCC(=O)O (centres undefined)	-2	0.1	-1.1	9
CCCN1C(=O)CC(C(=O)OC)C12CCN(Cc1cccc(OC)c1OC)CC2 (centres undefined)	9	-0.1	-0.2	2
CC1CCCN(C(=O)CN2C(=O)C3C4C=CC(C4)C3C2=O)C1 (centres undefined)	-4	0.1	-0.1	-1
CCC(C)(C)C(=O)Nc1ccc(Cl)c([N+](=O)[O-])c1	8	0.0	0.1	5
Cc1ccc(NC(=O)N[C@H]2C[C@H]3C(=O)N[C@@H](Cc4ccc(Cl)cc4)C(=O)N3C2)cc1C	-10	0.1	-1.4	-6
O=C(CCC(=O)OCC(=O)c1ccc(Cl)c(Cl)c1)Nc1cccc([N+](=O)[O-])c1	0	0.5	-1.7	1
CCN=C1SC(CC(=O)Nc2ccccc2OCC)C(=O)N1CC (centres undefined)	-4	0.2	0.5	-1
Cc1cccc(NC(=O)/C(=C/c2cccc([N+](=O)[O-])c2)NC(=O)c2ccccc2F)c1	-11	0.0	-0.6	-9
O=C1Nc2ccccc2SC1Nc1ccc(F)c(F)c1F (centres undefined)	-7	0.0	1.7	10
Cn1c(=O)c2c(ncn2CC(=O)Nc2sc3c(c2C(N)=O)CCCC3)n(C)c1=O	-3	-0.1	1.2	9
CCOC(=O)CC(=O)CSc1nc2c(sc(=S)n2-c2ccc(CC)cc2)c(=O)n1-c1ccccc1OC	12	0.1	1.8	1
Cc1cc(C2C(C#N)=C(N)N(c3cccc(Cl)c3)C3=C2C(=O)CCC3)c(C)s1 (centres undefined)	30	-0.2	-1.8	-11
CCOc1ccc(-n2c(=S)[nH]c3c(sc(=S)n3-c3ccc(CC)cc3)c2=O)cc1	-1	0.1	1.0	-4
CCc1nc(SCC(=O)Nc2ccccc2C(N)=O)n[nH]1	3	0.1	1.7	-22

Profiles, looked up by structure. Screens in order: MITF inh, FBW7 activator, GPR151 ag, TEAD-YAP inh
O=C1Nc2ccccc2SC1Nc1ccc(F)c(F)c1F (centres undefined) as listed: -7, 0.0, 1.7, 10
CCS(=O)(=O)N1CCCc2ccc(NS(=O)(=O)c3cc(F)ccc3F)cc21 as listed: 2, 0.1, -0.1, 10
CCOc1ccc(-n2c(=S)[nH]c3c(sc(=S)n3-c3ccc(CC)cc3)c2=O)cc1 as listed: -1, 0.1, 1.0, -4
CCN=C1SC(CC(=O)Nc2ccccc2OCC)C(=O)N1CC (centres undefined) as listed: -4, 0.2, 0.5, -1
CCOC(=O)N1CCN(c2c(NCc3ccc(C)cc3)c(=O)c2=O)CC1 as listed: 4, -0.1, 1.1, 9

The listing continues:
SMILES	MITF inh	FBW7 activator	GPR151 ag	TEAD-YAP inh
COc1ccc(C(=O)Nc2cc(C(F)(F)F)ccc2Cl)cc1OC	2	0.1	0.5	-10
CCOC(=O)c1c(NC(=O)C(C)Sc2nnc(CNC(=O)c3ccc(Cl)cc3Cl)n2C)sc2c1CCCCC2 (centres undefined)	-7	0.0	-0.5	0
COc1ccc(CC(=O)Nc2c3c(nn2-c2ccc(F)cc2)CS(=O)C3)cc1 (centres undefined)	-10	-0.2	0.7	3
Nc1ccccc1NC(=O)c1ccc(C(F)(F)F)cc1	8	-0.1	-1.6	-83
N#CCCNC(=O)Nc1ccccc1	-3	-0.1	0.0	4
CC1(C)Cc2cccc(OCC(=O)NCCc3ccsc3)c2O1	-7	0.1	0.0	-5
O=C(Nc1cccc(C(=O)O)c1)/C(=C\c1ccccc1)NC(=O)c1ccccc1	2	-0.2	2.4	10
COC(=O)c1ccsc1NC(=O)CN1c2cccc3cccc(c23)S1(=O)=O	6	-0.2	-1.3	6
CC1CCN(Cn2nc3c4ccccc4ncn3c2=O)CC1	3	-0.1	-0.1	9
Cc1nc2cc(-c3cccs3)nn2c(NCCCN)c1C	3	-0.1	0.2	-5
O=C(NCCc1nnc2n1CCN(Cc1cccc3cccnc13)CC2)c1ccoc1	4	-0.1	0.5	1
O=C(O)CCC(=O)NCCNC(=S)Nc1ccccc1	1	0.0	-1.3	6
O=C(Nc1ccccc1)OC1CCCCC1	3	0.5	-1.2	-42
CCc1ccc(NC(=O)c2noc(C)c2[N+](=O)[O-])cc1	11	0.8	0.4	-7
O=C(NCCCO)C(=O)Nc1ccc(Cl)cc1	18	-0.1	-1.1	-44
CCCCCOc1ccc(NC(=O)C(OC)c2ccccc2)cc1 (centres undefined)	0	0.1	1.6	-10
O=C(CN1CCN(Cc2ccccc2)C1=O)NCCc1ccccc1	10	0.4	-0.1	-19
O=C1OC(c2cccc(I)c2)=N/C1=C\c1ccco1	3	-0.2	0.6	-3
O=C(Cn1nnc(-c2ccccc2NC(=O)c2ccc(Cl)cc2)n1)NC1CCCCC1	5	0.0	1.2	-3
